# MITF act: activators of MITF-driven TRPM1 promoter activity in SK-MEL-5 cells; SK-MEL-5 TRPM1-promoter luciferase, 24 h; % of positive control, neutral wells = 0; activation, % at 12.5 µM; hit rate 0.75% among 300,000;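 active means mean activation of at least 80% with every replicate also reaching 80%; inconclusive means mean reaches 80% but some replicate falls short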;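 further: 0% = neutral control wells and 100% = parthenolide positive control wells; values of inactives mirror those of a sister screen read the other way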
# PKA-R2B activ: activators of human PKA-R2B complex; activation, % at 11.4 µM; hit rate 0.079% among 340,000; PKA-R2B holoenzyme dissociation, Cy5-IP20 fluorescence polarization; R2B truncated from residue 108, S112A mutant; 0% DMSO only, 100% 113 µM cGMP; P22694+P31323;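 active means activation above a cutoff set at the mean over all compounds plus 3 SD, cut at about 18% in these data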;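 further: higher means more holoenzyme dissociation and a rise in polarization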
# SR-BI HDL uptake: inhibitors of mouse SR-BI mediated HDL lipid uptake. hit rate 0.96% among 320,000. ldlA[mSR-BI] CHO cells, DiI-HDL uptake fluorescence, 3 h. Q61009. inhibition, % at 12.5 µM;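 active means mean replicate inhibition of at least 70% and a set share of replicates each scoring 70 or more; inconclusive means meets just one of the two criteria; inactive means fails both criteria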;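 further: 0% = median of neutral control wells and 100% = median of positive control wells; values of inactives mirror those of a sister screen read the other way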
# Target sequence (Q61009 whole entry, looked up): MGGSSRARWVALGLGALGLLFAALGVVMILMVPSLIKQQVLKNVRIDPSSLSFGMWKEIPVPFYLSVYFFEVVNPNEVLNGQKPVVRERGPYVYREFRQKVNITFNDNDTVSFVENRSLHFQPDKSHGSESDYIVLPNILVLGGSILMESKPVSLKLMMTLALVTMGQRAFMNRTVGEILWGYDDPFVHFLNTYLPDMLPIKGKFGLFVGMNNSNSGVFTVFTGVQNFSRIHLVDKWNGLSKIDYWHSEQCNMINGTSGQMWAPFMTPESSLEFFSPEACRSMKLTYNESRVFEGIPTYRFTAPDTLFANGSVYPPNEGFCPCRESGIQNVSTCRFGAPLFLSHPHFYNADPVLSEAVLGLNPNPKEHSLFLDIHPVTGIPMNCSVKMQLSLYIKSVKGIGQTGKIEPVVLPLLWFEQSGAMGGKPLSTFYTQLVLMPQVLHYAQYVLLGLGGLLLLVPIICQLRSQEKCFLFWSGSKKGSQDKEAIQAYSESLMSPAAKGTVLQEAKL
# dFosB act: enhances mouse delta FosB homodimer DNA binding | P13346 | purified delta FosB, TAMRA-CDK5 oligo fluorescence polarization; percent of positive-control signal above neutral wells | activation, % at 25 µM | hit rate 0.99% among 340,000 | AID 493131;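 active means mean activation above about 17%, with every replicate also reaching it, limit read from the data, passing the limit was not always enough; inconclusive means only one of the two conditions met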;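 further: fluorescence polarization rise as delta FosB binds a TAMRA Cdk5 AP-1 oligo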
# Target sequence (P13346 whole entry, looked up): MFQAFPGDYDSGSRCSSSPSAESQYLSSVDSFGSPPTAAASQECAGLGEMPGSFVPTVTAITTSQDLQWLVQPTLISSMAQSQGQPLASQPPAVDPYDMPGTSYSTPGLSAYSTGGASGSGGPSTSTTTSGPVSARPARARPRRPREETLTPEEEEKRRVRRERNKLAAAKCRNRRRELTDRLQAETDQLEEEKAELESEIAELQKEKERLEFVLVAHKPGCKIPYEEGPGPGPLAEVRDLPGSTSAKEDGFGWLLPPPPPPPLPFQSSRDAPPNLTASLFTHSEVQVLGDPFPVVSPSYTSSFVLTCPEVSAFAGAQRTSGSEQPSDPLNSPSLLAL
# SR-BI uptake up: enhances SR-BI lipid uptake from DiI-HDL; CHO ldlA[mSR-BI] cells, DiI-HDL uptake fluorescence, 3 h; 100 = double the neutral-control signal; activation, % at 12.5 µM; hit rate 0.096% among 320,000; AID 504775;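 active means mean replicate activation of at least 60% and every replicate at or above 60%; inconclusive means mean or all-replicate condition met, but not both; inactive means mean below 60% and not all replicates reaching 60%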;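 further: 0% = median plate neutral-control signal and 100% = twice that signal; values of inactives mirror those of a sister screen read the other way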
#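 material = CHO ldlA[mSR-BI] cells | medium = Ham's F12 with 0.5% BSA, HEPES 25 mM, pH 7.4 | reagent = fluorescent DiI-HDL, 10 µg/mL final | compound dosing = single-point compound dose | incubation = 3 h, 37 °C | measured by = bottom-read fluorescence, 550/595 nm | measure = HDL uptake via cellular fluorescence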
# NSD2 HMT inh: inhibitors of human histone methyltransferase NSD2 | NSD2 peptide methylation, AlphaScreen, 120 min | inhibition, % at 12.5 µM | hit rate 0.54% among 310,000 | AID 743445; in the data active means inhibition above about 50%
# Arr AP2 block: inhibitors of human beta-arrestin and AP2 interaction. FITC-arrestin peptide / GST-AP2 beads, flow cytometry; AP2 beta2 appendage carries R879A mutation. inhibition, % at 10 µM. hit rate 0.31% among 340,000. AID 504490;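 active means inhibition above a set limit, near 3 SD of compounds lacking own fluorescence, cut at about 54% in these data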;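 further: plate controls were DMSO wells for no effect and 5 µM unlabelled arrestin peptide for full effect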
#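 Assay system: GST-AP2 R879A bound to glutathione beads, E. coli-expressed; Medium: PBS with 0.05% Tween 20 and 0.1% BSA; Also added: fluorescein-tagged arrestin peptide at 50 nM final; Timing: 12 min plus 1 h, RT; Measured by: flow cytometry, FL1 (488/535 nm); Evaluation: percent drop in bead-associated FITC signal.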
# Pemphigus Ab inh: human desmoglein-3 autoantibody binding inhibition; hit rate 0.48% among 310,000; DSG3-coupled beads, scFv-anti-DSG3-GFP binding, flow cytometry; active compounds read low; P32926; binding (percent of control), % at 10 µM;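 active means binding more than 3 SD below its plate's average and above zero; inconclusive means below that plate limit but binding exactly zero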;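 further: hits lower antibody fragment binding to DSG3; some compounds called inactive have numbers as strong as hits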
# Mot1-301 SUMO: SUMOylation pathway inhibition by Mot1-301 growth rescue; AID 2716; growth rescue, % at 18.8 µM; hit rate 1% among 320,000; S. cerevisiae Mot1-301 growth rescue, ATP luminescence, 38.5C; percent above DMSO median, 100 means doubled;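 active means every valid replicate shows activation above 250% relative to neutral control wells; inactive means the rest, any valid replicate at or below 250%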;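 further: OY570 slx delta 5 strain wells were the positive control but not used for scaling; some compounds called inactive have numbers as strong as hits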
# PKA-R1A act: PKA-R1A complex activation | P00514+P68181 | PKA-R1A dissociation, Cy5-IP20 fluorescence polarization; scaled: DMSO 0%, 113 µM cGMP 100% | activation, % at 11.4 µM | hit rate 0.083% among 340,000;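 active means percent activation above the mean of all tested compounds plus 3 SD, cut at about 19% in these data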;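 further: higher means more PKAc released from R1A so a rise in polarization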
# CDK5 inh: blocks human CDK5/p35 kinase activity; Recombinant CDK5/p35, ADP-Glo luminescence, 60 min; AID 488839; inhibition, % at 10 µM; hit rate 0.01% among 330,000;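 active means highest replicate inhibition of at least 50% and at least 75% of replicates reaching 50%; inconclusive means only one of the two criteria met; inactive means both criteria failed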;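 further: plate controls were DMSO neutral control for no effect and GW8510 at 10 µM for full effect; many of its hits are not listed in these tables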
# The depositor's hits bear a star; ? = inconclusive; . = no result given.
SMILES,MITF act,PKA-R2B activ,SR-BI HDL uptake,dFosB act,SR-BI uptake up,NSD2 HMT inh,Arr AP2 block,Pemphigus Ab inh,Mot1-301 SUMO,PKA-R1A act,CDK5 inh
CCc1ccc(NC(=O)CCS(=O)(=O)c2ccc(Cl)cc2)cc1,-6,-13,-11,6,11,-1,36,99,-6,-1,2.0
COC(=O)Nc1nnc(COc2cccc(C)c2)s1,12,-5,12,-8,-12,-2,22,99,7,0,-1.7
COc1cccc(C(=O)Nc2cc(NC(=O)c3cccs3)ccc2C)c1,-3,-2,49,-5,-49,-5,-10,95,4,-2,-0.9
CC(c1ccccc1)n1c(CO)nc2ccccc21 (configuration not stated),0,1,-10,-4,10,1,-1,96,17,4,2.3
CC1=NOC(=O)/C1=C\c1ccc(-c2cc(Cl)ccc2Cl)o1,-99,1,-49,-17,49,8,3,107,-23,-5,1.0
Cc1cc(NC(=O)c2cccnc2)ccc1NC(=O)c1cc2ccccc2o1,-3,-12,70,-3,-70,-2,-6,.,2,-3,-5.6
Cc1ccccc1-n1c(O)c(/C=N/N2CCCCC2c2cccnc2)c(=O)[nH]c1=O (configuration not stated),-3,2,-13,-3,13,-2,1,103,11,-4,-0.5
COC(=O)CSc1nc2c(c(-c3ccco3)c1C#N)CCCC2,13,-10,9,-13,-9,-2,11,.,3,7,2.2
O=C(N/N=C/c1ccc(OCc2ccccc2)cc1)c1ccco1,.,-4,16,3,-16,0,-16,110,6,-6,0.8
COc1cc(C(CCN2CCCC(C)C2)c2c(OC)cc(OC)c3c(-c4ccccc4)cc(=O)oc23)cc(OC)c1OC (configuration not stated),-90,4,-22,4,22,.,-3,.,-2,-12,0.1
CCN(CC(=O)Nc1c(F)cccc1F)C(=O)COc1ccc2c(C)cc(=O)oc2c1,0,6,25,-4,-25,0,6,97,17,2,0.7
Cn1c(=O)c2ccccc2n(Cc2ccccc2F)c1=O,-5,0,14,1,-14,-5,-10,99,-1,-9,-0.7
CCN1C=C(Cc2ccc(F)cc2)C2=C(C1)C(c1ccc(F)cc1)C(C#N)=C(N)O2 (configuration not stated),-16,-5,-4,0,4,2,8,.,-1,3,2.5
O=C(COC(=O)C1CCN(/C=C/C(=O)C(F)(F)F)CC1)Nc1cccc(F)c1,8,-11,-57,-2,57,-1,-7,98,2,-5,0.6
Nn1c(SCC(=O)Nc2ccccc2)nnc(Cc2ccccc2)c1=O,-3,-3,0,-6,0,0,14,100,67,-3,0.5
Cc1cc(C)nc(NC(=O)C(c2ccccc2)c2ccccc2)c1,8,-17,-9,-10,9,0,-12,104,23,-9,-0.7
COc1ccc([C@H]2CC(=O)C=C(c3cccc(C(C)C)c3)C2)cc1,4,4,19,-5,-19,.,12,106,-6,-5,-0.9
NC1=NC[C@H](Cc2ccccc2)N1CC1CCCCC1,6,-19,12,-1,-12,.,26,100,3,-1,-3.6
CCOC(=O)C1=C(C)OC(N)=C(C#N)C1c1cc2c(cc1[N+](=O)[O-])OCO2 (configuration not stated),2,1,-8,-5,8,13,-6,93,-5,-7,0.0
O=C(NCc1ccccn1)C(=O)Nc1nc(-c2ccccc2)cs1,24,-1,15,-2,-15,-8,38,103,-10,-8,0.5
O=C(Cc1cccc2ccccc12)Nc1ccccc1,4,12,-6,-4,6,-4,1,100,33,6,-1.1
O=[N+]([O-])c1ccc(CSCc2ccc([N+](=O)[O-])cc2)cc1,-2,-9,20,2,-20,-2,4,.,.,-8,3.8
Cc1cc2c(cc1C)N(Cc1ccccc1)C1=NCCCN12,-5,0,.,-3,.,0,11,94,1,-5,0.4
CCCCc1ccc(NC(=O)CSc2nc(=O)n(CCN(C)C)c3c2CCC3)cc1,-20,-4,-1,12,1,-2,-7,97,7,-1,-1.0
COc1ccc(Cc2nnc(NS(=O)(=O)c3ccc(NC(C)=O)cc3)s2)cc1,5,-6,-5,-1,5,6,-2,.,150,-5,3.4
CCC(C)n1c(SCC(=O)NCCc2ccc(S(N)(=O)=O)cc2)nc2ccsc2c1=O (configuration not stated),9,-9,-2,0,2,-1,-15,108,4,2,-0.5
Cc1nn(C(=O)Cn2cc([N+](=O)[O-])cn2)c(C)c1Cl,-6,-12,-17,-3,17,-3,8,99,9,5,-0.2
O=C(CCCOc1ccccc1)N1CCN(S(=O)(=O)c2ccccc2)CC1,7,-6,-12,-4,12,-2,1,112,4,-2,-2.8
OCCNc1ncnc2c1c(-c1ccccc1)c(-c1ccccc1)n2Cc1ccco1,-8,4,-15,-17,15,5,10,103,17,14,0.3
O=C(CN1C(=O)/C(=C/c2ccc(F)cc2)SC1=S)NC1C=CS(=O)(=O)C1 (configuration not stated),.,-7,20,26*,-20,1,29,99,-7,-4,0.8

# The list goes on, overlapping the part above by two compounds.
SMILES,MITF act,PKA-R2B activ,SR-BI HDL uptake,dFosB act,SR-BI uptake up,NSD2 HMT inh,Arr AP2 block,Pemphigus Ab inh,Mot1-301 SUMO,PKA-R1A act,CDK5 inh
OCCNc1ncnc2c1c(-c1ccccc1)c(-c1ccccc1)n2Cc1ccco1,-8,4,-15,-17,15,5,10,103,17,14,0.3
O=C(CN1C(=O)/C(=C/c2ccc(F)cc2)SC1=S)NC1C=CS(=O)(=O)C1 (configuration not stated),.,-7,20,26*,-20,1,29,99,-7,-4,0.8
Cc1cccc(N(C)C(=O)C2CCCN2S(=O)(=O)c2cccc3nsnc23)c1 (configuration not stated),3,-1,-11,-3,11,-1,-3,90,-10,-5,-0.5
COc1ccccc1N1CCN(CCCCN2C(=O)C3CCCCN3C2=O)CC1 (configuration not stated),.,8,-47,-3,47,7,15,121,6,-4,0.6
CCOc1ccc(N/C(=N/c2nc(C)cc(C)n2)NC(=O)CC)cc1,27,-1,29,1,-29,-2,-2,121,0,-5,1.1
CCCCN(C)CCNC(=O)c1nn(-c2ccc(OC)cc2)c(=O)c2c1c1ccccc1n2C,-44,-7,0,-20,0,13,-6,108,18,-8,-0.9
O=S(=O)(c1ccccc1)N1CCN(C(=S)Nc2ccccc2Cl)CC1,4,5,-8,-1,8,-4,13,.,-3,-5,-2.9
CSc1nnc(-c2cccs2)n1C,3,-8,-11,-1,11,0,-33,101,0,-9,1.8
CSc1nsc(SCC(=O)Nc2nc3ccc(C)cc3s2)n1,-20,2,22,?,-22,3,15,106,.,11,-0.3
COc1ccc(CCN2C(=O)CSC2=S)cc1OC,-14,-3,2,2,-2,0,-4,98,27,-6,0.5
O=C1NC(=O)/C(=C/c2cccc3ccccc23)S1,.,-6,8,-12,-8,3,8,116,21,4,0.3
N#CCCN(C(=O)COC(=O)CCc1c[nH]c2ccccc12)c1ccccc1,-1,3,1,-1,-1,4,7,100,8,7,0.3
Cc1cccnc1Nc1ncnc(N)c1[N+](=O)[O-],-15,6,-9,4,9,.,2,102,-2,-8,-0.4
Cc1cccc(N2CCN(C(=O)c3ccc4c(c3)OCCO4)CC2)c1C,1,1,-11,-2,11,-2,9,100,28,2,-0.2
O=C(NN=C1CCCCC1)c1ccccc1-n1cccc1,-3,-7,5,-4,-5,7,30,108,-9,-6,-1.3
CCCCCCOc1ccc(NC(=O)CC2C(=O)N(CC)C(=S)N2Cc2ccco2)cc1 (configuration not stated),1,4,-6,-8,6,0,-30,132,3,-1,-3.4
Cc1cnc(NC(=O)Nc2ccc(Cl)cc2)s1,?,-8,0,-4,0,.,13,105,7,-27,2.1

# Filtered by structure, the compounds so far with a nitro group on carbon
SMILES,MITF act,PKA-R2B activ,SR-BI HDL uptake,dFosB act,SR-BI uptake up,NSD2 HMT inh,Arr AP2 block,Pemphigus Ab inh,Mot1-301 SUMO,PKA-R1A act,CDK5 inh
CCOC(=O)C1=C(C)OC(N)=C(C#N)C1c1cc2c(cc1[N+](=O)[O-])OCO2 (configuration not stated),2,1,-8,-5,8,13,-6,93,-5,-7,0.0
O=[N+]([O-])c1ccc(CSCc2ccc([N+](=O)[O-])cc2)cc1,-2,-9,20,2,-20,-2,4,.,.,-8,3.8
Cc1nn(C(=O)Cn2cc([N+](=O)[O-])cn2)c(C)c1Cl,-6,-12,-17,-3,17,-3,8,99,9,5,-0.2
Cc1cccnc1Nc1ncnc(N)c1[N+](=O)[O-],-15,6,-9,4,9,.,2,102,-2,-8,-0.4

# Further records.
SMILES,MITF act,PKA-R2B activ,SR-BI HDL uptake,dFosB act,SR-BI uptake up,NSD2 HMT inh,Arr AP2 block,Pemphigus Ab inh,Mot1-301 SUMO,PKA-R1A act,CDK5 inh
CC1=C(C)C(C)=C(C#N)C(=C(C#N)C#N)N1,.,.,-2,0,2,-1,37,96,3,.,-0.1
COc1cc(/C=N/NC(=O)C(=O)/C=C2\NC(C)(C)Cc3ccccc32)ccc1O,6,-15,.,-15,.,6,7,99,-5,-6,-3.5
CCCCNC(=O)CSc1nc2ccccc2c(=O)n1C1CCCC1,7,-6,-2,-5,2,-6,-6,97,9,-4,-1.2
Cc1onc(C(=O)NCCc2ccccc2)c1[N+](=O)[O-],-1,-6,5,-2,-5,2,10,102,2,7,0.2
COc1ccc(C)cc1N(CC(=O)NCCSCc1ccco1)S(=O)(=O)c1ccc(C)cc1,-4,5,-28,0,28,-2,-8,94,1,1,-1.4
CN(C)c1ccc(-c2nnc(-c3ccc(S(=O)(=O)C(F)F)cc3)o2)cc1,11,-4,-5,2,5,-4,-1,100,.,-4,0.0
CCC(CO)Nc1ncnc2c1cnn2-c1ccc(Cl)cc1 (configuration not stated),24,0,.,0,.,.,1,93,54,3,-0.4
